mIAP inh: mouse IAP inhibition. AID 2806. purified mouse IAP, CDP-Star luminescence, 30 min. hit rate 0.2% among 330,000. inhibition, % at 10 µM;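 active means inhibition of at least 40% at 10 µM in the primary screen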;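 further: plate controls were DMSO with enzyme for no effect and no enzyme wells for full effect; values of inactives mirror those of a sister screen read the other way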
Apaf1 inhib: blocks human Apaf-1 apoptosome activity; O14727; reconstituted apoptosome caspase-3 activity, DEVD-Rh110 fluorescence; inhibition, % at 20 µM; hit rate 0.71% among 330,000; AID 489030; active means inhibition of at least 40% at 20 µM;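 further: plate controls were DMSO wells for no effect and DEVD-CHO caspase inhibitor wells for full effect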
Target sequence (O14727 whole entry, looked up): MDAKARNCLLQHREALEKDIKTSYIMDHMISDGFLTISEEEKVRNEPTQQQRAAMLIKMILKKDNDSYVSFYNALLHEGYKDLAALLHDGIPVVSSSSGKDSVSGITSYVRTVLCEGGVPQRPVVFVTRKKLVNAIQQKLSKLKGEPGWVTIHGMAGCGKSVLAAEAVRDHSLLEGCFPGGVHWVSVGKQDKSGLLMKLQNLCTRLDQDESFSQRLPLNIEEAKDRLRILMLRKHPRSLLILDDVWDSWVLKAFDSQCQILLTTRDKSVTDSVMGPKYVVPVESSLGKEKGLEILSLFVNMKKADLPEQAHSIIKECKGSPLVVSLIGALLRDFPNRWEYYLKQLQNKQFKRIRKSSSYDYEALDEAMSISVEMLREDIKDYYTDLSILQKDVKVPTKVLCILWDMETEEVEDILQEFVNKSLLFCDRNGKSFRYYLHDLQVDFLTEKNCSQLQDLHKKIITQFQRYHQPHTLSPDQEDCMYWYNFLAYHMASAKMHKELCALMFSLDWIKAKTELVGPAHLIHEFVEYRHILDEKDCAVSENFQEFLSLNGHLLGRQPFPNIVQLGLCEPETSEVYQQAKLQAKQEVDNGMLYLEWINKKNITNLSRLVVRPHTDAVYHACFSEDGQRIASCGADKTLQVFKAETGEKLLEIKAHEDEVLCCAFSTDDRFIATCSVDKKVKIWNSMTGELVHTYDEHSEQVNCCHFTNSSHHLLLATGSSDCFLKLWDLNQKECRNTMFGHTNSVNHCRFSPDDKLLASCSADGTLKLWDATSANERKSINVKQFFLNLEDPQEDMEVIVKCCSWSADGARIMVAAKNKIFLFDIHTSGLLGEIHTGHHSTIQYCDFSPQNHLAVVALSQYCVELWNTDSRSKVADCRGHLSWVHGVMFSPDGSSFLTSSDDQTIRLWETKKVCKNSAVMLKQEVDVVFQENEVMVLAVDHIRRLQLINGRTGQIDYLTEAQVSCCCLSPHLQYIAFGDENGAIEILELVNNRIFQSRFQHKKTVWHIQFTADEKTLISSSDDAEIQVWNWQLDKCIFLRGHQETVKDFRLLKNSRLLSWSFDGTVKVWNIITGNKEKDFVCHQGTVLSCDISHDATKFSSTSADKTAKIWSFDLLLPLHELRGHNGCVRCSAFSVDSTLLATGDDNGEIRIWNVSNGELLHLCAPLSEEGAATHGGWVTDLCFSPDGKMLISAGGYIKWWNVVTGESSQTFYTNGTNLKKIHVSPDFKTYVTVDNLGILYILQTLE
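Assay system – apoptosome proteins · Medium – Hepes buffer, pH 7.5 · Also added – cytochrome c with DEVD-Rh110 · Timing – 30 min compound preincubation, 50 min activation, room temperature · Detection – Rh110 fluorescence, excitation 480 nm, emission 540 nm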
hIAP block: blocks human intestinal alkaline phosphatase; P09923; purified IAP, CDP-Star luminescence, 30 min; inhibition, % at 10 µM; hit rate 0.12% among 330,000; AID 2544;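 active means inhibition reaching a set limit with compound at 10 µM in the primary screen, cut at about 35% in these data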;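 further: plate controls were DMSO wells with enzyme for no effect and no-enzyme buffer wells for full effect; values of inactives mirror those of a sister screen read the other way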
tim10-1 inh: growth inhibitors of tim10-1 mutant yeast; hit rate 2.2% among 330,000; inhibition, % at 20 µM; S. cerevisiae tim10-1 ts strain growth, BacTiter-Glo, 24 h; AID 463190;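 active means inhibition of at least 40%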;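 further: mutant grown at 25 °C; 0% = DMSO wells with yeast and 100% = wells holding no yeast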
hIAP activ: human IAP activation; P09923; purified human IAP, CDP-Star luminescence, 30 min; active compounds read high; 1 = vehicle-only enzyme, 0 = enzyme-free background; activation factor at 10 µM; hit rate 0.16% among 330,000; AID 2524;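 active means activation factor of the enzyme at least 2-fold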; further: the source names both 10 and 20 µM as test concentration; values of inactives mirror those of a sister screen read the other way
NLRP3 yeast inh: NALP3 inhibition in yeast. Yeast reconstituted NLRP3/ASC/caspase-1, beta-gal luminescence, 24 h. inhibition, % at 10 µM. hit rate 0.39% among 330,000;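 active means inhibition of 50% or more; inactive means inhibition below 50%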;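 further: plate controls were induced DMSO wells for no effect and uninduced yeast grown without galactose for full effect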
ATG4B inhibitor: inhibitors of human ATG4B cysteine protease; Q9Y4P1; ATG4B cleavage of LC3-PLA2, NBD-HPC fluorescence, 1 h; inhibition, % at 8.33 µM; hit rate 0.51% among 340,000; AID 504462; in the data active means inhibition above about 40%
mIAP activ: mouse IAP activation | muIAP, CDP-Star luminescence, 30 min; active compounds read high; 1 = vehicle-only enzyme signal, 0 = enzyme-free wells | activation factor at 10 µM | hit rate 0.24% among 330,000;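 active means activation factor of at least 2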; further: the source names both 10 and 20 µM as test concentration; values of inactives mirror those of a sister screen read the other way
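Assay system: mouse IAP enzyme / Compound: DMSO-dissolved test compounds / Timing: 30 min, room temperature / Measured by: luminescence from enzymatic CDP-Star hydrolysis / Control set: DMSO-only wells, enzyme-free buffer wells as negative control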
TIM10 inh: inhibits growth of TIM10 yeast strain; S. cerevisiae TIM10 strain growth, BacTiter-Glo luminescence, 24 h; inhibition, % at 10 µM; hit rate 1.4% among 330,000; AID 463195;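 active means inhibition of 40% or more at the single tested concentration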;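 further: wild-type TIM10 isogenic control strain grown at permissive 25 °C; 0% = DMSO yeast wells and 100% = minimal medium wells without yeast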
Starred values were filed as active, the others as inactive; x = not tested or not shown. This is a random part of the collection. Share with any hit: about 4.5%.

item	molecule	mIAP inh	Apaf1 inhib	hIAP block	tim10-1 inh	hIAP activ
1	CCOC(=O)C1=NN(C(C)=O)C2C(=O)N(CC)C(=O)C12 (centres undefined)	-6	0	2	12	0.98
2	Cc1ccc(Nc2nnc(C(C)(C)C)c(=O)n2N)cc1	2	-11	10	-28	0.9
3	COc1ccc(C(=O)NNC(=O)COC(=O)c2sccc2C)cc1	8	11	-5	-8	1
4	CCOc1cc(/C=N/NC(=O)c2cc(-c3ccccc3)nc3ccccc23)ccc1O	4	23	-4	12	1
5	Cc1cccc(S(=O)Cc2ccc(C(=O)N3CCN(C(=O)c4ccco4)CC3)o2)c1 (centres undefined)	2	-11	-2	9	1
6	CCOCC(=O)Nc1nnc(SCCOC)s1	1	-7	0	-1	1
7	CCc1ccc(OCC(=O)NNC(=O)C2CCN(c3ncnc4sc(C)c(C)c34)CC2)cc1	6	16	-45	21	1.5
8	Cc1ccc(NC2CCCN(C(=O)CCc3ccncc3)C2)cc1C (centres undefined)	9	-17	-10	-19	1.1
9	COc1cc2c(cc1OC)C(C)N(S(=O)(=O)c1cn(C)c(C)n1)CC2 (centres undefined)	3	-4	2	7	0.98
10	COc1ccc(S(=O)(=O)N(C)c2ccc(C(=O)Nc3ccccc3C(=O)N3CCOCC3)cc2)cc1OC	-2	-3	-7	12	1.1
11	CCOc1ccc(NC(=O)c2cccc(NC(C)=O)c2)cc1S(=O)(=O)N1CCCC1	0	-4	18	-8	0.82
12	CCC(=O)Nc1ccc(NC(=S)NC(=O)c2oc3ccccc3c2C)cc1	2	0	-21	17	1.2

item	NLRP3 yeast inh	ATG4B inhibitor	mIAP activ	TIM10 inh
1	4	-7	1.1	10
2	21	1	0.98	-11
3	3	-2	0.92	4
4	1	-7	0.96	25
5	10	-7	0.98	1
6	0	-1	0.99	-4
7	22	8	0.94	15
8	16	-3	0.91	-11
9	0	-6	0.97	15
10	17	2	1	14
11	18	-21	0.99	-2
12	5	34	0.98	-8

Next section:
item	molecule	mIAP inh	Apaf1 inhib	hIAP block	tim10-1 inh	hIAP activ
13	O=C(CSc1nnc(NC(=O)c2c(F)cccc2Cl)s1)Nc1ccccc1F	9	6	-18	13	1.2
14	CN1CCN(c2ccccc2NC(=O)c2cc3ccccc3o2)CC1	-5	2	-4	13	1
15	CCC1CCCCN1Cc1nc2c(c(=O)n(C)c(=O)n2C)n1CCCc1ccccc1 (centres undefined)	5	17	11	22	0.89
16	CCN(CC)c1ccc(-c2nnc(SCC(=O)N(CCOC)c3c(N)n(CC(C)C)c(=O)[nH]c3=O)o2)cc1	8	12	-11	18	1.1
17	O=C1/C(=C/c2cccc(Cl)c2)SC(=S)N1CCC(=O)N1CCCCC1CCO (centres undefined)	16	28	3	34	0.97
18	Cc1cc(NC(=O)c2ccc3c(c2)C(=O)N(CCC(C)C)C3=O)no1	7	-3	-14	9	1.1
19	CC(=O)c1c(C)nn(CC(O)COc2ccc3ccccc3c2)c1C (centres undefined)	-1	20	9	12	0.91
20	CCOc1ccc(NC(=O)CNC(=O)c2cccs2)cc1	1	-22	0	-43	1
21	CCOc1ccc(C(=O)NCCc2cnc[nH]2)cc1OCC	3	10	-21	27	1.2
22	COc1ccc(-c2nnn(CC(=O)N(CCCN3CCOCC3)C(C(=O)NC3CCCC3)c3ccco3)n2)cc1 (centres undefined)	-6	7	-11	9	1.1
23	O=C(NCc1ccco1)c1nn2cccnc2c1Cl	2	-2	6	-9	0.94
24	COC(=O)c1ccc(C(=O)N=c2sccn2C)cc1	6	-5	-2	-15	1

item	NLRP3 yeast inh	ATG4B inhibitor	mIAP activ	TIM10 inh
13	-5	15	0.91	10
14	26	1	1	-21
15	15	-4	0.95	12
16	10	-9	0.92	22
17	-5	5	0.84	18
18	-1	2	0.93	-16
19	29	-14	1	15
20	-15	-6	0.99	-13
21	9	4	0.97	-8
22	18	-5	1.1	0
23	9	-1	0.98	-8
24	22	-7	0.94	-1

Next entries follow.
item	molecule	mIAP inh	Apaf1 inhib	hIAP block	tim10-1 inh	hIAP activ
25	O=C(Cc1ccccc1)NCCSCc1ccc(Cl)cc1	1	-1	-14	4	1.1
26	CCOC(=O)Nc1ccc2c(CN(C)Cc3ccc(F)cc3)cc(=O)oc2c1	-2	9	16	-8	0.84
27	CCOC(=O)c1cnn(-c2ccccc2)c1-n1cccc1C(=O)C(=O)Nc1ccc(F)cc1	8	9	9	29	0.91
28	O=C(COC(=O)CCNS(=O)(=O)c1cccc(C(F)(F)F)c1)NC(=O)NC1CCCCC1	3	6	11	18	0.89
29	CCN(CC(=O)NC(C)(C)C)C(=O)CN1c2cccc3cccc(c23)S1(=O)=O	0	23	-3	18	1
30	O=C(c1ccccc1F)N1CCCC(C(=O)N2CCc3ccccc3C2)C1 (centres undefined)	-6	-12	1	14	0.99
31	O=C(NCCN1CCOCC1)c1cccn2c(=O)c3c4c(sc3nc12)CCCC4	-6	21	-10	7	1.1
32	CC1=NN(c2ccccc2)C(=O)/C1=C/c1cccs1	4	90*	8	7	0.92
33	CC(C)[C@H](NC(=O)c1ccc(Br)cc1)C(=O)NC1CCCCC1	-10	2	13	-5	0.87
34	CCCCN1CC[C@H]2C=CC[C@@H](C(=O)Nc3nccs3)[C@H]2C1=O	11	-3	-6	17	1.1
35	O=C(Nc1nccs1)c1ccc(Cl)cc1[N+](=O)[O-]	-2	-1	-4	7	1
36	O=C(O)c1ccc(CN(Cc2ccccc2)S(=O)(=O)c2ccc(Cl)cc2)cc1	-5	11	-7	13	1.1

item	NLRP3 yeast inh	ATG4B inhibitor	mIAP activ	TIM10 inh
25	4	-3	0.99	7
26	5	11	1	-5
27	6	-6	0.92	21
28	8	-11	0.97	0
29	7	10	1	10
30	16	-6	1.1	6
31	15	x	1.1	2
32	-12	-1	0.96	21
33	26	1	1.1	-16
34	19	5	0.89	14
35	7	26	1	-16
36	1	-1	1.1	9

(further entries)
item	molecule	mIAP inh	Apaf1 inhib	hIAP block	tim10-1 inh	hIAP activ
37	CCOc1ccc(OCC)c(NC(=O)CCCN2C(=O)c3cccnc3C2=O)c1	7	7	8	8	0.92
38	CN1CCN(C(=O)c2cccc(S(=O)(=O)N3CCCC3)c2)CC1	-6	-6	-1	-14	1
39	Cc1nc(SCC(=O)NCC2CCCO2)c2oc3ccccc3c2n1 (centres undefined)	-5	-11	-47	24	1.5
40	COc1ccc(CN2CCN(C(=O)c3ccc(S(=O)(=O)N4CCCCCC4)cc3)CC2)cc1F	9	20	-5	14	1
41	OC1CCN(c2c3c(nc4cc(-c5ccc(F)cc5)nn24)CCC3)CC1	10	8	10	45*	0.9
42	CCC(Sc1nc2cc3c(cc2c(=O)n1Cc1ccco1)OCO3)C(=O)Nc1cccc(OC)c1 (centres undefined)	-26	19	6	20	0.94
43	O=C(CCC(=O)OCC(=O)c1ccc(Cl)cc1Cl)Nc1cccc2cccnc12	-5	4	7	11	0.93
44	CC(=O)c1cccc(CN2CCCC(N3CCN(c4ccccc4F)CC3)C2)c1 (centres undefined)	-5	5	-10	-4	1.1
45	O=C(CSc1nnc(NC(=O)c2cccc(F)c2)s1)NCc1ccco1	0	5	-6	0	1.1
46	Cc1ccc(-n2nc(C)c3c2NC2=C(C(=O)CC(C)(C)C2)C3c2ccccc2OCC(=O)O)cc1 (centres undefined)	9	12	7	4	0.93
47	CCN(CC)C(=O)CSc1nnc(-c2cnccn2)n1-c1ccccc1	-9	3	-6	23	1.1
48	O=C(NCc1ccc(Cl)s1)C1CCC(=O)N(CCc2ccccn2)C1 (centres undefined)	7	0	-4	-3	1

item	NLRP3 yeast inh	ATG4B inhibitor	mIAP activ	TIM10 inh
37	4	2	0.93	-4
38	-7	2	1.1	11
39	-11	-3	1	4
40	8	-8	0.91	12
41	12	-18	0.9	28
42	-8	4	1.3	-5
43	0	-13	1	0
44	8	17	1.1	3
45	4	1	1	14
46	-3	-11	0.91	6
47	11	2	1.1	9
48	11	2	0.93	2

Further entries.
item	molecule	mIAP inh	Apaf1 inhib	hIAP block	tim10-1 inh	hIAP activ
49	O=C(OCc1cccc(Cl)c1)c1cc(S(=O)(=O)N2CCCCC2)ccc1N1CCOCC1	10	19	-6	8	1.1
50	COc1cc(/C=N/n2cnnc2)ccc1OC(=O)c1ccncc1	0	6	-13	20	1.1
51	CC1Sc2ccc(S(=O)(=O)CCC(=O)Nc3cc(F)ccc3F)cc2NC1=O (centres undefined)	7	-3	8	16	0.92
52	O=C(NNC(=O)c1cc(-c2ccccc2Cl)nc2ccccc12)c1csc(N2CCOCC2)n1	-2	11	-55	8	1.5
53	CC(=O)Nc1ccc(SC[C@H](Cc2ccccc2)N2CC[C@@H](O)CCC2=O)cc1	-2	-10	-6	13	1.1
54	Cc1c(C(C)CCCO)oc(=O)c2c1Oc1c(C)c(C(C)C[C@@H](C)O)oc(=O)c1C2 (some centres undefined)	11	0	-2	-4	1
55	CCN(CC)CCCn1c2c(c(SCC(=O)Nc3nc(C)cs3)nc1=O)CCC2	-1	4	8	-6	0.92
56	CCOC(=O)CC(NC(=O)c1cc2cccc(OC)c2oc1=O)c1ccc(OC)cc1 (centres undefined)	1	14	-6	39	1.1
57	Cc1nc(NC(=O)C2CC2)sc1C(=O)Nc1ccc(Br)cc1	-5	-12	-38	28	1.4

item	NLRP3 yeast inh	ATG4B inhibitor	mIAP activ	TIM10 inh
49	15	6	0.91	21
50	-9	6	1	1
51	8	-4	0.93	-5
52	21	7	1	5
53	-9	4	1	3
54	24	-10	0.89	3
55	1	-7	1	-5
56	2	-6	0.99	1
57	15	0	1	4

In the list so far, these have an aryl thioether with sulfur outside any ring:
item	molecule	mIAP inh	Apaf1 inhib	hIAP block	tim10-1 inh	hIAP activ
6	CCOCC(=O)Nc1nnc(SCCOC)s1	1	-7	0	-1	1
13	O=C(CSc1nnc(NC(=O)c2c(F)cccc2Cl)s1)Nc1ccccc1F	9	6	-18	13	1.2
16	CCN(CC)c1ccc(-c2nnc(SCC(=O)N(CCOC)c3c(N)n(CC(C)C)c(=O)[nH]c3=O)o2)cc1	8	12	-11	18	1.1
39	Cc1nc(SCC(=O)NCC2CCCO2)c2oc3ccccc3c2n1 (centres undefined)	-5	-11	-47	24	1.5
42	CCC(Sc1nc2cc3c(cc2c(=O)n1Cc1ccco1)OCO3)C(=O)Nc1cccc(OC)c1 (centres undefined)	-26	19	6	20	0.94
45	O=C(CSc1nnc(NC(=O)c2cccc(F)c2)s1)NCc1ccco1	0	5	-6	0	1.1
47	CCN(CC)C(=O)CSc1nnc(-c2cnccn2)n1-c1ccccc1	-9	3	-6	23	1.1
53	CC(=O)Nc1ccc(SC[C@H](Cc2ccccc2)N2CC[C@@H](O)CCC2=O)cc1	-2	-10	-6	13	1.1
55	CCN(CC)CCCn1c2c(c(SCC(=O)Nc3nc(C)cs3)nc1=O)CCC2	-1	4	8	-6	0.92

item	NLRP3 yeast inh	ATG4B inhibitor	mIAP activ	TIM10 inh
6	0	-1	0.99	-4
13	-5	15	0.91	10
16	10	-9	0.92	22
39	-11	-3	1	4
42	-8	4	1.3	-5
45	4	1	1	14
47	11	2	1.1	9
53	-9	4	1	3
55	1	-7	1	-5

Bioassay records as filed in PubChem BioAssay.
